Bioassay records from PubChem BioAssay.
MCL1 BIM primary = inhibitors of human MCL1 binding to BIM-BH3 peptide; Q07820; GST-MCL1 / FITC-Bim-BH3 fluorescence polarization; inhibition, % at 10.9 µM; 0.68% of 320,000 active;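 active = inhibition above the mean inhibition of all tested compounds plus 3 SD, set per campaign, cut at about 40% in these data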;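 also: 0% = DMSO wells and 100% = unlabeled Bim-BH3 peptide control; higher means more loss of mP so more displacement of Bim peptide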
Target sequence (Q07820 whole entry, looked up): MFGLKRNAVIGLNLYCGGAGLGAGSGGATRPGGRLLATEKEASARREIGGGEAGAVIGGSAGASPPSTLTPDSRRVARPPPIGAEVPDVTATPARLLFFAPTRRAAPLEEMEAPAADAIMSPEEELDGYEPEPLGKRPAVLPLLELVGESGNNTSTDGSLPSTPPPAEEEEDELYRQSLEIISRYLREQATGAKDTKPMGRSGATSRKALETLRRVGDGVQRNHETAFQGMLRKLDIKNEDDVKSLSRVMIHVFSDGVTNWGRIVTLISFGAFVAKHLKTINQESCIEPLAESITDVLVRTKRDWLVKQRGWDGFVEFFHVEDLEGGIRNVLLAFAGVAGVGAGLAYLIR
Bcl-xL primary = inhibitors of human Bcl-xL | inhibition, % at 10.9 µM | AID 2129 | GST-Bcl-xL / FITC-Bim BH3 peptide fluorescence polarization | 0.7% of 320,000 active | Q07817;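 active = inhibition above the mean of all tested compounds plus 3 SD, cutoff set per campaign, cut at about 30% in these data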;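 also: 0% = DMSO wells and 100% = unlabeled Bim-BH3 peptide competitor; inhibitors lower millipolarization by displacing the labeled peptide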
Target sequence (Q07817 whole entry, looked up): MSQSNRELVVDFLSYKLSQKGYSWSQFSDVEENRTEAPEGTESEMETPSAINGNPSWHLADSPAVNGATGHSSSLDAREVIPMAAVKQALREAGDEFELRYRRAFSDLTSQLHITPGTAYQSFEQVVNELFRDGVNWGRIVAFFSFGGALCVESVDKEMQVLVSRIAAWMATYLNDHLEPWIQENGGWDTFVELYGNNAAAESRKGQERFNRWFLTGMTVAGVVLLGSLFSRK
VLA-4 inh = inhibition in a human VLA-4 binding assay; 0.2% of 330,000 active; inhibition, % (about 7 µM as worked out from the volumes in the protocol); VLA-4 expressing cells, ligand binding flow cytometry; AID 2557; in the data active = inhibition above about 50%
MEX-5 binding = C. elegans MEX-5 TCR-2 RNA binding activity | Q9XUB2 | MEX-5/FITC-TCR2 RNA binding, fluorescence polarization; hits give low values | activity score (negative = inhibition of binding), % at 10 µM | 0.38% of 300,000 active;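 active = inhibition past about -25% in most replicates, and total fluorescence under double the plate's negative control median, limit read from the data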;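 also: 0% = DMSO and -100% = 5 µM competing unlabeled TCR2 RNA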
GRK2 aptamer HTS = human GRK2 inhibition via aptamer displacement; AID 488847; P25098; inhibition of aptamer binding, % at 10 µM; bead flow cytometry, FAM-aptamer displacement from GRK2; 0.59% of 330,000 active;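 active = inhibition of aptamer binding above 40%, roughly 3 SD of noise, on plates passing a quality check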;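 also: median bead fluorescence of bound FAM aptamer so fluorescent compounds give negative values; no value below 0 was filed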
GLD-1 TGE inh = GLD-1-TGE RNA interaction inhibition (C. elegans); 0.44% of 320,000 active; purified GLD-1 + fluorescein TGE RNA, fluorescence polarization; inhibition, % at 5.96 µM;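 active = percent inhibition above a per-plate cutoff, the plate mean of test compounds plus 3 SD, cut at about 30% in these data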;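 also: 0% = DMSO wells with GLD-1 and probe and 100% = wells lacking GLD-1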
Target sequence (Q17339 whole entry, looked up): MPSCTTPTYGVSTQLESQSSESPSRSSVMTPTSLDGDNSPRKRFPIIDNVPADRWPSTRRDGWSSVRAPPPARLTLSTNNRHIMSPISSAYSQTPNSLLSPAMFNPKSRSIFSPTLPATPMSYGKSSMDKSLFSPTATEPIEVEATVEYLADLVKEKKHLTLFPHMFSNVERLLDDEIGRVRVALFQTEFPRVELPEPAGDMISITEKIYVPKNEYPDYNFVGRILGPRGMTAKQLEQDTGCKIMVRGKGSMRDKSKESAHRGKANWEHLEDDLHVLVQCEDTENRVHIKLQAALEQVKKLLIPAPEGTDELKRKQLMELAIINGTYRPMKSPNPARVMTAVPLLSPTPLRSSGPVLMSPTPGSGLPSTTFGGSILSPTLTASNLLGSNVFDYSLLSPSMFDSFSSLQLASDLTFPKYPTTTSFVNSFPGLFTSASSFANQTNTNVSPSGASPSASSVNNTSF
Yeast superoxide = yeast age-related superoxide inhibition as caloric restriction mimetic; superoxide response (% of plate mean), % at 10 µM; 0.18% of 330,000 active; AID 2690; S. cerevisiae aged cells, superoxide DHE fluorescence; hits give low values;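 active = superoxide response under a set limit, about three screen SD below normal, cut at about 65% in these data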;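 also: yeast aged for seven days with compound at 30 °C before DHE staining; 100% = average MFI of all compound-treated wells on the plate with controls excluded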
CIT2 TOR yeast = modulators of TOR pathway CIT2-GFP in S. cerevisiae; 0.065% of 320,000 active; AID 2029; GFP response vs DMSO, % at 10 µM; S. cerevisiae CIT2-GFP strain, flow cytometry, 3 h; 100 means same as DMSO wells;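 active = GFP response relative to DMSO above a set limit, near the screen mean plus 3 SD, cut at about 150% in these data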;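 also: ratio of well median GFP fluorescence to mean of DMSO wells on the plate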
AGP1-GFP MLPCN = modulators of TOR pathway AGP1-GFP in S. cerevisiae. S. cerevisiae AGP1-GFP multiplex flow cytometry, 3 h; GFP as percent of DMSO wells. 0.02% of 320,000 active. GFP response vs DMSO, % at 10 µM;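 active = GFP response relative to DMSO above a set limit, near screen average plus 3 SD, cut at about 150% in these data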;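 also: median GFP channel fluorescence of the gated AGP1 strain per well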
Active calls of the source: *.

Results for Cc1ccc(NC(=S)N(CCCN(C)C)Cc2cc3cc4c(cc3[nH]c2=O)OCO4)cc1 ?
MCL1 BIM primary: 1.0; Bcl-xL primary: 2.8; VLA-4 inh: 1.2; MEX-5 binding: 0.7; GRK2 aptamer HTS: 1.0; GLD-1 TGE inh: 3.5; Yeast superoxide: 107.1; CIT2 TOR yeast: 101.6; AGP1-GFP MLPCN: 99.8

Results for O=C(NCCCN1CCCC1=O)c1cc2ccccc2o1 ?
MCL1 BIM primary: -5.3; Bcl-xL primary: 2.1; VLA-4 inh: 15.0; GRK2 aptamer HTS: 0.0; GLD-1 TGE inh: 1.4; Yeast superoxide: 88.8; CIT2 TOR yeast: 91.7; AGP1-GFP MLPCN: 99.6

How did COc1ccc(C(=O)N2CCN(S(=O)(=O)c3ccc(Br)cc3)CC2)cc1 do in these assays?
MCL1 BIM primary: -1.5; Bcl-xL primary: 2.2; VLA-4 inh: -8.6; GRK2 aptamer HTS: 4.0; GLD-1 TGE inh: 8.7; Yeast superoxide: 90.7; CIT2 TOR yeast: 101.2; AGP1-GFP MLPCN: 97.4

Results for Cc1ccc(S(=O)(=O)N2CCCN(C)CC2)cc1 ?
MCL1 BIM primary: 10.1; Bcl-xL primary: 7.5; VLA-4 inh: 3.5; MEX-5 binding: 1.3; GRK2 aptamer HTS: 1.0; GLD-1 TGE inh: -0.9; Yeast superoxide: 93.8; CIT2 TOR yeast: 102.8; AGP1-GFP MLPCN: 103.5

Results for CCN(C(=O)c1ccc2c(c1)OCO2)C12CC3CC(CC(C3)C1)C2 ?
VLA-4 inh: -7.0; GRK2 aptamer HTS: 4.0; GLD-1 TGE inh: -1.9; Yeast superoxide: 112.3; CIT2 TOR yeast: 104.6; AGP1-GFP MLPCN: 102.2

What do the screens show for `COc1ccc(/C=C(\NC(=O)c2ccccc2)C(=O)NCc2ccco2)cc1OC`?
MCL1 BIM primary: 1.5; Bcl-xL primary: 4.6; VLA-4 inh: 1.6; MEX-5 binding: 1.5; GRK2 aptamer HTS: 3.0; GLD-1 TGE inh: 8.8; Yeast superoxide: 102.4; CIT2 TOR yeast: 99.5; AGP1-GFP MLPCN: 99.8

What do the screens show for `COc1cc(C(=O)NCC(c2cccs2)N2CCOCC2)cc(Br)c1OCc1ccccc1` (centres undefined)?
VLA-4 inh: 21.4; GRK2 aptamer HTS: 0.0; GLD-1 TGE inh: 2.8; Yeast superoxide: 107.7; CIT2 TOR yeast: 95.4; AGP1-GFP MLPCN: 103.9

What do the screens show for `Cc1csc(NC(=O)CCC(=O)N(CC(=O)NC2CCCC2)c2ccccc2)n1`?
MCL1 BIM primary: 1.7; Bcl-xL primary: 6.2; VLA-4 inh: 16.0; MEX-5 binding: -0.7; GRK2 aptamer HTS: 0.0; GLD-1 TGE inh: -8.5; Yeast superoxide: 98.8; CIT2 TOR yeast: 101.0; AGP1-GFP MLPCN: 106.5

How did CCOC(=O)CSc1n[nH]c(NC(=O)c2ccc(F)cc2)n1 do in these assays?
MCL1 BIM primary: -0.5; Bcl-xL primary: 1.5; VLA-4 inh: 3.2; MEX-5 binding: -0.8; GRK2 aptamer HTS: 0.0; GLD-1 TGE inh: 2.3; Yeast superoxide: 86.6; CIT2 TOR yeast: 98.8; AGP1-GFP MLPCN: 98.9

What do the screens show for `CN(C)CCCNC(=S)NCc1ccc(Cl)cc1`?
MCL1 BIM primary: 10.6; Bcl-xL primary: 5.4; VLA-4 inh: 6.1; MEX-5 binding: 3.2; GRK2 aptamer HTS: 0.0; GLD-1 TGE inh: 7.4; Yeast superoxide: 105.3; CIT2 TOR yeast: 94.0; AGP1-GFP MLPCN: 85.7

What do the screens show for `CC(C)(C)NC(=O)COC(=O)c1cc(Br)ccc1Cl`?
MCL1 BIM primary: -3.0; Bcl-xL primary: 1.1; VLA-4 inh: 1.5; MEX-5 binding: 0.5; GRK2 aptamer HTS: 1.0; GLD-1 TGE inh: 0.6; Yeast superoxide: 114.9; CIT2 TOR yeast: 92.1; AGP1-GFP MLPCN: 97.3

Results for Cc1cccc(S(=O)(=O)Nc2nc3ccccc3nc2Nc2ccc3c(c2)OCO3)c1 ?
MCL1 BIM primary: -2.7; Bcl-xL primary: -3.8; VLA-4 inh: -16.6; MEX-5 binding: 0.4; GRK2 aptamer HTS: 0.0; GLD-1 TGE inh: 5.8; Yeast superoxide: 96.3; CIT2 TOR yeast: 88.1; AGP1-GFP MLPCN: 26.6

What do the screens show for `Cc1ccc(C(=O)N/N=C\c2ccc[nH]2)cc1[N+](=O)[O-]`?
MCL1 BIM primary: -4.5; Bcl-xL primary: -6.8; VLA-4 inh: -10.2; MEX-5 binding: 2.4; GRK2 aptamer HTS: 8.0; GLD-1 TGE inh: -3.3; Yeast superoxide: 99.0; CIT2 TOR yeast: 89.0; AGP1-GFP MLPCN: 96.6

What do the screens show for `N#Cc1ccc(NCC(=O)Nc2ccc3c(c2)OCCO3)cc1`?
MCL1 BIM primary: -2.0; Bcl-xL primary: -4.3; VLA-4 inh: 16.1; MEX-5 binding: 0.3; GRK2 aptamer HTS: 0.0; GLD-1 TGE inh: 0.4; Yeast superoxide: 111.5; CIT2 TOR yeast: 104.7; AGP1-GFP MLPCN: 100.6

Results for Cc1cccc(NC(=S)NCc2cccs2)c1 ?
MCL1 BIM primary: -1.8; Bcl-xL primary: -0.8; VLA-4 inh: 9.2; MEX-5 binding: 1.4; GRK2 aptamer HTS: 0.0; GLD-1 TGE inh: -1.8; Yeast superoxide: 96.4; CIT2 TOR yeast: 93.5; AGP1-GFP MLPCN: 92.3

Results for Cc1ccc(S(=O)(=O)NC[C@H]2O[C@@H](n3cnc4c(N)ncnc43)[C@H](O)[C@@H]2O)s1 ?
VLA-4 inh: 29.2; GRK2 aptamer HTS: 1.0; GLD-1 TGE inh: 2.8; Yeast superoxide: 99.7; CIT2 TOR yeast: 95.0; AGP1-GFP MLPCN: 90.5

What do the screens show for `O=C(COC(=O)c1ccc(Cl)c(S(=O)(=O)NCc2ccccc2)c1)NCC1CCCO1` (centres undefined)?
MCL1 BIM primary: -1.4; Bcl-xL primary: 3.3; VLA-4 inh: -19.8; MEX-5 binding: 2.7; GRK2 aptamer HTS: 3.0; GLD-1 TGE inh: 6.9; Yeast superoxide: 90.9; CIT2 TOR yeast: 102.6; AGP1-GFP MLPCN: 106.3

What do the screens show for `Cc1ccc(NCc2nnc(SCc3ccc(C#N)cc3)n2Cc2ccco2)c(C)c1`?
MCL1 BIM primary: -1.4; Bcl-xL primary: 3.9; VLA-4 inh: 22.3; MEX-5 binding: -3.9; GRK2 aptamer HTS: 0.0; GLD-1 TGE inh: 1.7; Yeast superoxide: 76.2; CIT2 TOR yeast: 96.7; AGP1-GFP MLPCN: 105.2

What do the screens show for `COc1ccc(C2/C(=C(/O)c3ccc(C)cc3)C(=O)C(=O)N2c2ccccn2)cc1` (centres undefined)?
MCL1 BIM primary: 0.2; Bcl-xL primary: 5.3; VLA-4 inh: 5.7; MEX-5 binding: -4.2; GRK2 aptamer HTS: 1.0; GLD-1 TGE inh: -0.2; Yeast superoxide: 94.5; CIT2 TOR yeast: 98.4; AGP1-GFP MLPCN: 98.9

How did Cc1cc(Oc2ccc(C#N)cc2)nc(N2CCOCC2)n1 do in these assays?
MCL1 BIM primary: -0.9; Bcl-xL primary: 3.9; VLA-4 inh: 7.6; MEX-5 binding: 1.2; GRK2 aptamer HTS: 0.0; GLD-1 TGE inh: -4.0; Yeast superoxide: 92.2; CIT2 TOR yeast: 86.2; AGP1-GFP MLPCN: 97.0

Results for Cc1cccc(N2C(=O)N3[C@H](c4ccc(F)cc4)[C@@H]4C(=O)N(C5CCCCC5)C(=O)[C@@H]4[C@]3(Cc3ccccc3)C2=O)c1 ?
MCL1 BIM primary: 7.9; Bcl-xL primary: 4.5; VLA-4 inh: -8.1; MEX-5 binding: -3.0; GRK2 aptamer HTS: 1.0; GLD-1 TGE inh: 2.1; Yeast superoxide: 97.1; CIT2 TOR yeast: 98.5; AGP1-GFP MLPCN: 81.8

What do the screens show for `CNC(=O)c1sc2nc(-c3ccc(OC)cc3)cn2c1C`?
MCL1 BIM primary: 1.6; Bcl-xL primary: 4.7; VLA-4 inh: -4.9; MEX-5 binding: 2.9; GRK2 aptamer HTS: 0.0; GLD-1 TGE inh: -4.8; Yeast superoxide: 92.8; CIT2 TOR yeast: 104.2; AGP1-GFP MLPCN: 96.8

Results for O=C(c1n[nH]c2ccccc12)N1CCN(S(=O)(=O)c2ccc(Cl)cc2)CC1 ?
MCL1 BIM primary: 4.0; Bcl-xL primary: 5.7; VLA-4 inh: -2.1; GRK2 aptamer HTS: 3.0; GLD-1 TGE inh: -1.4; Yeast superoxide: 97.7; CIT2 TOR yeast: 97.1; AGP1-GFP MLPCN: 100.3

How did Cc1cc(C)nc(N(C#N)Cc2ccccc2)n1 do in these assays?
MCL1 BIM primary: 3.0; Bcl-xL primary: 2.7; VLA-4 inh: 4.6; MEX-5 binding: 0.8; GRK2 aptamer HTS: 0.0; GLD-1 TGE inh: -1.9; Yeast superoxide: 92.3; CIT2 TOR yeast: 100.9; AGP1-GFP MLPCN: 102.7

Results for COCCNC(=O)C(c1ccc(C)o1)N(C(=O)c1snc(C(N)=O)c1N)c1ccc(C)cc1 (centres undefined) ?
MCL1 BIM primary: -1.4; Bcl-xL primary: -1.6; VLA-4 inh: 6.0; MEX-5 binding: -1.7; GRK2 aptamer HTS: 0.0; GLD-1 TGE inh: 0.6; Yeast superoxide: 111.9; CIT2 TOR yeast: 91.8; AGP1-GFP MLPCN: 97.5

How did COC(=O)C1(C)NC(c2cccc(C)c2)C2C(=O)N(c3ccc(F)cc3)C(=O)C21 (centres undefined) do in these assays?
MCL1 BIM primary: 6.1; Bcl-xL primary: 5.1; VLA-4 inh: 14.8; MEX-5 binding: 5.4; GRK2 aptamer HTS: 0.0; GLD-1 TGE inh: 8.3; Yeast superoxide: 105.8; CIT2 TOR yeast: 103.1; AGP1-GFP MLPCN: 95.4

Results for CN(Cc1ccc(Cl)cc1)C(=O)COC(=O)CSc1ccc([N+](=O)[O-])cc1 ?
MCL1 BIM primary: 1.2; Bcl-xL primary: 1.5; VLA-4 inh: 3.2; GRK2 aptamer HTS: 0.0; GLD-1 TGE inh: -3.7; Yeast superoxide: 82.4; CIT2 TOR yeast: 88.2; AGP1-GFP MLPCN: 96.6

What do the screens show for `CSCCC(NC(=O)c1occc1C)C(=O)O` (centres undefined)?
MCL1 BIM primary: 6.0; Bcl-xL primary: 6.2; VLA-4 inh: 7.5; MEX-5 binding: -1.1; GRK2 aptamer HTS: 0.0; GLD-1 TGE inh: 5.4; Yeast superoxide: 87.0; CIT2 TOR yeast: 102.8; AGP1-GFP MLPCN: 104.6

How did CC(=O)c1sc(NC(=O)C2(F)C(F)(F)C(F)(F)C(F)(F)C(F)(F)C2(F)F)nc1C do in these assays?
MCL1 BIM primary: 2.3; Bcl-xL primary: 5.3; VLA-4 inh: 25.8; MEX-5 binding: 0.5; GRK2 aptamer HTS: 1.0; GLD-1 TGE inh: 4.6; Yeast superoxide: 107.2; CIT2 TOR yeast: 87.6; AGP1-GFP MLPCN: 98.1

What do the screens show for `CCC(=O)N(c1nnc(SCC(=O)Nc2ccccc2Cl)s1)C1CC1`?
MCL1 BIM primary: 0.5; Bcl-xL primary: 5.9; VLA-4 inh: 17.9; GRK2 aptamer HTS: 0.0; GLD-1 TGE inh: 0.1; Yeast superoxide: 108.6; CIT2 TOR yeast: 88.7; AGP1-GFP MLPCN: 101.1
